OXTR agonist – agonists of human oxytocin receptor; P30559; CHO-OTR cells, Fluo-8 calcium fluorescence; normalized: DMSO 0%, oxytocin 100%; activation, % at 3 µM; 320,000 compounds, 0.32% hits; AID 2435;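 active means activation above the mean of all tested compounds plus 3 SD, cutoff set per screening run, cut at about 20% in these data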;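 further: peak over basal fluorescence ratio from a 100 s FLIPR kinetic read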
Target sequence (P30559 whole entry, looked up): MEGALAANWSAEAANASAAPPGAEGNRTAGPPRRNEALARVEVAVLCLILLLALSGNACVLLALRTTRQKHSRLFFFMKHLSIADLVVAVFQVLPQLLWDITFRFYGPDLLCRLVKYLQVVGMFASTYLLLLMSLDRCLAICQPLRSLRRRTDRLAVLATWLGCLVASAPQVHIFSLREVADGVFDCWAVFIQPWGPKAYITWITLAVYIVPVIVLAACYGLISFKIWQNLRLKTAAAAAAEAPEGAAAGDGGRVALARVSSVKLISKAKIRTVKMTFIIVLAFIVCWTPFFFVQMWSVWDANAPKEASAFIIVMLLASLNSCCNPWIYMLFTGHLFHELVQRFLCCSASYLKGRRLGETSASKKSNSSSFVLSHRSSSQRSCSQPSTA
* hit, by the source's call. Only part of the results is shown. The share of hits here may be higher or lower than overall.

Screening O=C(COc1ccc(C(=O)NCC2CCCO2)cc1)Nc1cccc(C(F)(F)F)c1 (stereo not given) returned OXTR agonist 7.4.
`CC(=O)NC12CC3CC(C1)CC(C(=O)N1CCN(S(=O)(=O)c4ccc(C(C)C)cc4)CC1)(C3)C2` gave OXTR agonist -0.7.
Screening Cc1cccc(NC(=O)CNC(=O)c2cn(Cc3ccccc3)nc2-c2cccnc2)c1C returned OXTR agonist 0.4.
`CCOC(=O)Cc1csc(SC(C)C(=O)NC2CCCCC2C)n1` (stereo not given) gave OXTR agonist -2.2.
For CC(C)(Oc1ccc(Cl)cc1)C(=O)NCC(c1ccco1)N1CCCCC1 (stereo not given) the results were OXTR agonist -2.7.
Screening Cc1noc(C)c1NC(=O)Nc1ccc2c(c1)C(=O)N([C@@H](C)CO)C[C@@H](C)[C@@H](CN(C)Cc1ccc3c(c1)OCO3)O2 returned OXTR agonist 0.5.
For CCCCn1c(N)c(N(CC(C)C)C(=O)CSCC(=O)Nc2ccc(OC)cc2)c(=O)[nH]c1=O the results were OXTR agonist 0.0.
CCN1CCN(C(=O)/C=C/c2ccc(C(C)C)cc2)CC1 was read as OXTR agonist 0.3.
For O=C(O)c1cc(S(=O)(=O)N2CCCCC2)ccc1N1CCCCC1 the results were OXTR agonist 1.1.
Cc1cc(C)n2nc(C(=O)OCC(=O)Nc3ccc(C)c(S(=O)(=O)N(C)C)c3)nc2n1 was read as OXTR agonist -0.6.
`O=C(CSc1nccc(=O)[nH]1)NC1CCCCCC1` gave OXTR agonist 1.6.
Screening COc1cccc(NC(=O)CN2C(=O)NC3(CCCCCC3)C2=O)c1 returned OXTR agonist 0.0.
Screening CCOC(=O)C1CCN(S(=O)(=O)CCNC(=O)c2ccccc2)CC1 returned OXTR agonist -1.1.
Screening CC(=O)C[C@H](O)CC(=O)[C@H]1OC(=O)CCCCCCCc2ccccc21 returned OXTR agonist 0.8.
Screening Cc1ccc(S(=O)(=O)NCCC(=O)N2CC(C)OC(C)C2)cc1C (stereo not given) returned OXTR agonist -0.2.
For CCOc1ccc2oc(C(=O)OCC(=O)NCc3ccc(OC)cc3)c(C)c2c1 the results were OXTR agonist -0.1.
For COc1ccc(OCCOC(=O)CCS(=O)(=O)c2ccc(C)cc2)cc1 the results were OXTR agonist 1.0.
`CCCCN(C(=O)c1ccc2c(c1)OCO2)C1CCS(=O)(=O)C1` (stereo not given) gave OXTR agonist 0.2.
Screening CN(C(=O)COC(=O)/C=C/c1ccc(Cl)c(Cl)c1)c1c(N)n(Cc2ccccc2)c(=O)[nH]c1=O returned OXTR agonist -0.4.
CCN1C(=O)[C@@H]2[C@@H](c3ccc(-c4ccc5c(c4)OCO5)c(OC)c3)N3CCCC[C@@]3(C(=O)OC)[C@@H]2C1=O was read as OXTR agonist -1.3.

Filtered by structure, the entries above containing a Cl atom (2)
For CC(C)(Oc1ccc(Cl)cc1)C(=O)NCC(c1ccco1)N1CCCCC1 (stereo not given) the results were OXTR agonist -2.7.
Screening CN(C(=O)COC(=O)/C=C/c1ccc(Cl)c(Cl)c1)c1c(N)n(Cc2ccccc2)c(=O)[nH]c1=O returned OXTR agonist -0.4.

Next part
Screening CCN(C(=O)c1ccc2c(c1)OCO2)C12CC3CC(CC(C3)C1)C2 returned OXTR agonist -0.9.
`Cc1ccc(/C=C/C(=O)OCC(=O)NC(=O)NCc2ccccc2)cc1` gave OXTR agonist -0.7.
`Cc1ccccc1NS(=O)(=O)c1ccc(C(=O)NCC(c2ccco2)N2CCCCC2)cc1` (stereo not given) gave OXTR agonist 1.0.
Screening O=C(Nc1cc2c3c(c1)CC(=O)N3CCC2)C1CCCCC1 returned OXTR agonist 1.4.
For CCCCCc1nnc(NC(=O)C2=COCCO2)s1 the results were OXTR agonist 2.1.
COC(=O)c1ccc2c(=O)[nH]c(COC(=O)c3cccc(S(=O)(=O)N4CCOCC4)c3)nc2c1 was read as OXTR agonist 1.5.
N#Cc1ccc(S(=O)(=O)N2CCN(Cc3cccs3)CC2)cc1 was read as OXTR agonist 0.9.
Screening Cc1ccc(Cl)c(Cn2cnc3c(cnn3C(C)(C)C)c2=O)c1F returned OXTR agonist -0.5.
O=S(=O)(Nc1ccc(S(=O)(=O)N2CCCC2)cc1)c1ccc(F)cc1F was read as OXTR agonist 0.2.
O=C(O)/C=C/C(=O)Nc1nc(-c2ccc3ccccc3c2)cs1 was read as OXTR agonist -0.9.
For CN(c1ccc(F)cc1)S(=O)(=O)c1ccc(Cl)c(C(=O)NCc2ccco2)c1 the results were OXTR agonist 1.3.
`CS(=O)(=O)c1nc([N+](=O)[O-])nn1CCCc1ccccc1` gave OXTR agonist 0.1.
COc1ccc(S(=O)(=O)NNC(=O)C2COc3ccccc3O2)cc1[N+](=O)[O-] (stereo not given) was read as OXTR agonist -0.1.
For CC(C)N(Cc1nnc(-c2ccccc2Br)o1)C(=O)c1cc(Cl)nc2ccccc12 the results were OXTR agonist -2.3.
Screening Cc1noc(C)c1NC(=O)Nc1cccc2c1O[C@H](CN(C)S(=O)(=O)c1ccccc1)[C@@H](C)CN([C@H](C)CO)C2=O returned OXTR agonist 0.5.
For CCOc1ccc(S(=O)(=O)N2CCCCC2)cc1NC(=O)Cc1cccs1 the results were OXTR agonist -2.5.
Screening CC(C)CN(C(=O)COC(=O)c1ccc(Cl)c(N)c1)c1c(N)n(Cc2ccccc2)c(=O)[nH]c1=O returned OXTR agonist -0.6.
Screening CCOc1ccccc1NC(=O)C(c1ccccc1)N1CCN(CC(=O)N2CCCC2)CC1 (stereo not given) returned OXTR agonist -0.8.
Screening O=C(CSc1nc2c(cnn2-c2cccc(Cl)c2)c(=O)[nH]1)NCCC1=CCCCC1 returned OXTR agonist 1.1.
For CCOC(=O)c1ccccc1NC(=O)COC(=O)CSCC(=O)Nc1cc(C)on1 the results were OXTR agonist -1.4.
`C=CCN1C(=O)c2ccc(C(=O)OCC(=O)Nc3ccc(S(N)(=O)=O)cc3)cc2C1=O` gave OXTR agonist 2.9.
Screening C[C@H](CO)N1C[C@H](C)[C@@H](CN(C)Cc2ccc(Oc3ccccc3)cc2)Oc2ccc(NC(=O)Cn3cnnn3)cc2C1=O returned OXTR agonist 0.7.
CC1CCCC(C)N1C(=O)COC(=O)CSc1ccc(C(N)=O)cc1[N+](=O)[O-] (stereo not given) was read as OXTR agonist 0.8.
Screening CSc1cccc(NC(=O)CNC(=O)c2ccc3c(c2)OCO3)c1 returned OXTR agonist -0.5.
Screening Cc1cc(C(=O)NNC(=O)CN2C(=O)NC3(CCCCC3)C2=O)c(C)o1 returned OXTR agonist 0.2.
`COc1ccc(C(=O)N/N=C/c2c(C)nn(-c3ccccc3)c2OC)cc1` gave OXTR agonist -1.1.
CC1(C)C=Cc2c(ccc3c2OC[C@H](c2ccc(O)cc2O)C3)O1 was read as OXTR agonist 6.5.
Cc1ccc(S(=O)(=O)CCC(=O)NCc2ccccc2F)cc1 was read as OXTR agonist -1.3.
For Cc1ccc(C(=O)N(C)CC(=O)Nc2cccc(F)c2)cc1S(=O)(=O)N1CCCCC1 the results were OXTR agonist 1.1.
`COC(=O)[C@@]12CCCN1[C@H](c1ccc(-c3ccccc3)cc1)[C@@H]1C(=O)N(C)C(=O)[C@@H]12` gave OXTR agonist -1.2.
COc1ccccc1CNC(=O)COC(=O)CSc1ccc(Cl)cc1 was read as OXTR agonist 0.9.
`CCc1ccc(CN(C)CC(=O)Nc2ccc(S(=O)(=O)N3CCOCC3)cc2)cc1` gave OXTR agonist 5.3.
`Cc1cccc(NC(=O)CSCC(=O)Nc2ccc(S(=O)(=O)N3CCOCC3)cc2)c1` gave OXTR agonist -0.2.
COc1cccc(N2CCN(C(=O)CN3C(=O)NC(C)(c4ccc5ccccc5c4)C3=O)CC2)c1 (stereo not given) was read as OXTR agonist 6.1.
For CC(C)(C)[C@H]1COC(=O)[C@@H](Cc2ccc(F)cc2)CC/C=C/C[C@@H](CC(=O)N[C@H](CO)Cc2ccccc2)C(=O)N1 the results were OXTR agonist 7.2.
`Cc1ccc(S(=O)(=O)CCC(=O)OCC(=O)N(Cc2ccccc2)C(C)C)cc1` gave OXTR agonist 9.1.
CCOc1ccc(NC(=O)C2CC(=O)N(Cc3ccco3)C2)cc1 (stereo not given) was read as OXTR agonist -0.3.
For Cn1cccc1C(=O)OCC(=O)NCCc1ccccc1 the results were OXTR agonist 0.7.
For CCCCn1c(N)c(N(CCOC)C(=O)CN(C)S(=O)(=O)c2ccc(F)cc2)c(=O)[nH]c1=O the results were OXTR agonist -0.8.
For Cc1ccc(S(=O)(=O)NCCC(=O)NCC(c2ccc(F)cc2)N2CCOCC2)cc1 (stereo not given) the results were OXTR agonist -1.7.
For Nc1c(C(=O)Nc2ccc3c(c2)OCCO3)nnn1Cc1ccccc1Cl the results were OXTR agonist 13.
Screening Cc1noc(NS(=O)(=O)c2ccc(NC(=O)C(F)(F)C(F)(F)C(F)(F)F)cc2)c1C returned OXTR agonist 0.7.
Screening COc1cccc(/C=N/NC(=O)c2cc(-c3ccccn3)nc3ccccc23)c1O returned OXTR agonist 0.5.
Screening COc1ccccc1N(C)S(=O)(=O)c1ccc(Cl)c(C(=O)N2CCC2)c1 returned OXTR agonist 0.6.
Screening Cc1ccc(C)c(C(=O)CN2C(=O)NC3(CCc4ccccc43)C2=O)c1 (stereo not given) returned OXTR agonist -0.8.
Screening COc1ccccc1NC(=O)Nc1nc(CC(=O)NC2CCCC2)cs1 returned OXTR agonist -0.2.
For COc1ccc(N2CCN(C(=O)COC(=O)CCOc3ccc(C(C)(C)C)cc3)CC2)cc1 the results were OXTR agonist 2.8.
`O=C(NCCS(=O)(=O)NCc1ccccc1Cl)c1ccccc1` gave OXTR agonist -1.2.
`CCOC(=O)c1c(C)[nH]c(C(=O)COC(=O)c2cnccn2)c1C` gave OXTR agonist 0.2.
Screening COc1ccc(OCCCC(=O)Nc2cccc(S(=O)(=O)N3CCCCCC3)c2)cc1 returned OXTR agonist 1.8.
`O=C(NCCCn1ccnc1)c1ccc(COc2ccccc2)o1` gave OXTR agonist 1.4.
For CCCCN(C(=O)c1ccco1)C1CCS(=O)(=O)C1 (stereo not given) the results were OXTR agonist 0.8.
For COc1cccc(C(=O)OCC(=O)c2c[nH]c3ccccc23)c1OC the results were OXTR agonist 3.3.
For O=C(Cc1cccc(NC(=O)C2CCN(C(=O)CCc3ccccc3)CC2)c1)Nc1cccc(C(=O)N2CCCC2)c1 the results were OXTR agonist -0.1.
Screening O=C(CCCOc1ccccc1)NNC(=O)c1ccncc1 returned OXTR agonist 1.4.
Screening CCn1nc(C(=O)NNS(=O)(=O)c2cc(/C=C/C(=O)O)cc(OC)c2OC)c2ccccc2c1=O returned OXTR agonist 0.9.
`CC(C)(C)OC(=O)N[C@@H](Cc1ccccc1)C(=O)N[C@@H](CO)[C@H](O)[C@@H]1C[C@@H]1C(=O)NC1CCCCC1` gave OXTR agonist -0.4.
Screening Cc1cccc(C)c1NC(=O)c1cccc(C(=O)Nc2c(C)cccc2C)n1 returned OXTR agonist -2.3.
For CCOC(=O)c1c(C)[nH]c(C)c1C(=O)COC(=O)CSc1ccc(C)cc1 the results were OXTR agonist 1.8.
C=CCNCc1ccc(C(=O)NCCCCCCC)cc1[N+](=O)[O-] was read as OXTR agonist 4.0.
Screening COc1ccc(S(=O)(=O)Nc2ccccc2N2CCOCC2)cc1OC returned OXTR agonist 2.0.
`O=C(NCC(c1ccco1)N1CCc2ccccc2C1)c1c(F)cccc1F` (stereo not given) gave OXTR agonist -1.9.
`CS(=O)(=O)c1ccc(Cl)c(NC(=O)C2CCCCN2S(=O)(=O)c2ccccc2)c1` (stereo not given) gave OXTR agonist 0.8.
For CC(C)CN(C(=O)COC(=O)CCSc1ccc(F)cc1)c1c(N)n(Cc2ccccc2)c(=O)[nH]c1=O the results were OXTR agonist -0.9.
CCOc1ccc(OC(=O)c2cccc(S(=O)(=O)N3CCN(C)CC3)c2)cc1 was read as OXTR agonist 0.9.
`CCOC(=O)C1CCN(C(=O)c2ccc(N3CCOCC3)c([N+](=O)[O-])c2)CC1` gave OXTR agonist -0.1.
`CC1CCC2(CC1)NC(=O)N(NC(=O)c1cccs1)C2=O` (stereo not given) gave OXTR agonist -0.1.
Screening CC(=O)O[C@H]1[C@H](O)[C@H](Oc2c(O)c(C)c3c4c2[C@@H](C)CC[C@@H]4[C@@H](C)C[C@H]3C=C(C)C)O[C@@H](C)[C@H]1O returned OXTR agonist 2.4.
For C=CCC[C@@H](Cc1ccc(F)cc1)C(=O)OC[C@@H](Cc1c[nH]c2ccccc12)NC(=O)[C@H](CC=C)CC(=O)N[C@H](CO)Cc1ccccc1 the results were OXTR agonist 1.1.
CCN(CC)c1ccc(NC(=O)COc2ccc(-n3cnnn3)cc2)cc1 was read as OXTR agonist 0.8.
O=C(NC1CCCCC1)c1n[nH]c2c1CC(c1ccccc1)CC2 (stereo not given) was read as OXTR agonist -0.7.

In the list so far, these have a furan ring, fused or not:
For CC(C)(Oc1ccc(Cl)cc1)C(=O)NCC(c1ccco1)N1CCCCC1 (stereo not given) the results were OXTR agonist -2.7.
For CCOc1ccc2oc(C(=O)OCC(=O)NCc3ccc(OC)cc3)c(C)c2c1 the results were OXTR agonist -0.1.
`Cc1ccccc1NS(=O)(=O)c1ccc(C(=O)NCC(c2ccco2)N2CCCCC2)cc1` (stereo not given) gave OXTR agonist 1.0.
For CN(c1ccc(F)cc1)S(=O)(=O)c1ccc(Cl)c(C(=O)NCc2ccco2)c1 the results were OXTR agonist 1.3.
Screening Cc1cc(C(=O)NNC(=O)CN2C(=O)NC3(CCCCC3)C2=O)c(C)o1 returned OXTR agonist 0.2.
CCOc1ccc(NC(=O)C2CC(=O)N(Cc3ccco3)C2)cc1 (stereo not given) was read as OXTR agonist -0.3.
`O=C(NCCCn1ccnc1)c1ccc(COc2ccccc2)o1` gave OXTR agonist 1.4.
For CCCCN(C(=O)c1ccco1)C1CCS(=O)(=O)C1 (stereo not given) the results were OXTR agonist 0.8.
`O=C(NCC(c1ccco1)N1CCc2ccccc2C1)c1c(F)cccc1F` (stereo not given) gave OXTR agonist -1.9.

Screens deposited in PubChem by The Scripps Research Institute Molecular Screening Center.
